ATXN viability: Viability Counterscreen for Primary qHTS for Inhibitors of ATXN expression | hit rate 0.49% among 400,000 | Potency, µM (top dose mostly 56.7 µM), hits mostly cytotoxic | S2 cells (HEK-293 line with an ATXN2-luciferase reporter) viability, CellTiter-Fluor protease fluorescence, 24 h; active = well fitted cell-killing curve with a large enough effect; inconclusive = small, poorly fitted or top-dose-only effect, or effect the other way; inactive = no such curve, though single readings can be large or run the other way; also: nearly all actives have a fitted effect of over 40% in size
* marks the source's active call; other numbers are inactive results; i = inactive; ? = inconclusive. Potency is read from the fitted curve at half-maximal effect. The list is partial; rates above refer to the full screens.

Molecule | ATXN viability
CO[C@H]1[C@H](NC(=O)c2ccsc2)c2ccccc2C12CCN(Cc1cc(Cl)ccc1O)CC2 | ?
CCn1c(C)nc2cc(NS(=O)(=O)c3ccccc3)cc(C(=O)N3C[C@@H](C)O[C@@H](C)C3)c21 | ?
O=C(c1cn(C2CCCN(Cc3cccc(Oc4ccccc4)c3)C2)nn1)N1CCCC1 (centres undefined) | i
COCC1CCCN(Cc2ccc3c(c2)CN(C(=O)c2ccc(-n4cccn4)cc2)CCO3)C1 (centres undefined) | i
OC(c1ccc2c(c1)CN(Cc1cccc3nccnc13)CCO2)C1CCCCC1 (centres undefined) | i
CC#C[C@@]1(O)CC[C@H]2[C@@H]3CCC4=CC(=O)CCC4=C3[C@H](c3ccc(N(C)C)cc3)C[C@]21C | i
Nc1c2ccccc2nc2c(O)cccc12 | i
Cc1cnc(-n2ncc(C(=O)NCc3ccncc3)c2C2CC2)nc1-c1cccs1 | i
CCC1(C2CCN(Cc3cccc(Cl)c3)CC2)NC(=O)N(CC2COc3ccccc3O2)C1=O (centres undefined) | i
O=C(NCCN1Cc2ccccc2OC(c2ccsc2)C1)c1ccc2[nH]ccc2c1 (centres undefined) | i
Cc1cccc2cc(CN(C(=O)c3ccc(N4CCCCC4)cc3)C3CC3)c(N3CCC(O)CC3)nc12 | i
O=C(NCc1ccccn1)c1cnn(-c2nccc(-c3ccccc3F)n2)c1C1CC1 | i
COCc1c(C(=O)N2CCN(c3ccccc3)CC2)cnn1-c1nccc(-c2ccco2)n1 | i
O=C(c1n[nH]c2c1CCCC2)N1CCC(n2c(C3CCCO3)nc3ccccc32)CC1 (centres undefined) | i
C[N+]1(C)C[C@@H](O)C[C@@H]1C(=O)[O-] | i
Cc1ccc(CNc2nc(C)c(-c3ccn(CCN4CCOCC4)n3)s2)o1 | i
Cc1oc(-c2cccc(NC(=O)c3ccccc3)c2)nc1CNC(=O)c1cnc2ccccn2c1=O | i
O=C(c1cccc(N2CCCC2=O)c1)N1CCC(Oc2cccc(CN3CCN(c4ccccn4)CC3)c2)CC1 | 14µM*
COc1cccc(CN2CCCC(c3nc(-c4ccncc4)ncc3-c3ccccc3)C2)c1O (centres undefined) | ?
CC(C)c1c(C(=O)NCc2cccnc2)cnn1-c1nccc(-c2cccs2)n1 | i
O=C(NCCc1ccccn1)C1CC12CCN(C(=O)c1ccccc1Cl)CC2 (centres undefined) | i
COCC(=O)Nc1cc(C(=O)N2CCCCC2c2nccn2C)cc2nc(-c3ccccc3)n(C)c12 (centres undefined) | i
COc1ccccc1-c1ccnc(-n2ncc(C(=O)NCCCN3CCOCC3)c2C)n1 | i
Cc1c(C(=O)N2CCN(C)CC2)sc2ncnc(NCC3(c4ccccc4)CCOCC3)c12 | i
CC(C)C(O)c1ccc2c(c1)CN(C(=O)c1ccccc1-n1cccn1)CCO2 (centres undefined) | i
COC(=O)C1CCCCN1Cc1ccc2c(c1)CN(C1CCSCC1)CCO2 (centres undefined) | i
CN1CCCN(C(=O)[C@@H]2C[C@@H](Sc3nc4ccccc4[nH]3)CN2Cc2ccc(OC(F)(F)F)cc2)CC1 | ?
C[C@@H]1C[C@@H](CC(=O)NCC2Cc3cccc(-c4ccncc4)c3O2)NC(=S)N1 (some centres undefined) | i
COc1ccc(C(=O)N2CCC3(CC2)c2ccccc2[C@@H](NC(=O)c2ccccn2)[C@@H]3OC)c(O)c1 | i
COCc1ccc(CN2CCOc3c(O)cc(-c4cc(C)c5ccc(F)cc5n4)cc3C2)o1 | ?
COCC(=O)Nc1cc(C(=O)N2CCc3c([nH]c4ccccc34)C2)cc2nc(-c3ccccc3)n(C)c12 | ?
COc1cccc(CNc2ncnc3sc(C(=O)N4CCOCC4)c(C)c23)c1OC | i
CC(C)NC(=O)[C@@H]1C[C@@H](Sc2nc3ccccc3[nH]2)CN1C1Cc2ccccc2C1 | i
CC(=O)N1CCN(C(=O)c2sc3ncnc(NCC4CCCO4)c3c2C)CC1 (centres undefined) | i
COc1cc(-c2cnc3ccccc3c2)cc2c1OCCN(C(=O)CCn1nc(C)cc1C)C2 | i
CC(O)(COc1ccccc1)c1ccc2c(c1)CN(Cc1cn[nH]c1-c1ccc(F)cc1)CCO2 (centres undefined) | ?
Cc1cc(C(=O)Nc2ccccc2-c2nc(CNC(=O)c3cscn3)c(C)o2)c(C)o1 | i
CCn1c(-c2ccccc2F)nc2cc(C(=O)N3CCCC(CO)C3)cc(NC(C)=O)c21 (centres undefined) | i
COc1cc(=O)n2c(c1C(=O)NC(C)c1ccco1)CCN(C(=O)c1cn3ccc(C)cc3n1)CC2 (centres undefined) | i
COc1ccc(OC)c(-c2ccnc(-n3ncc(C(=O)N4CCN(CCO)CC4)c3C3CC3)n2)c1 | i
COc1cc(-c2nc(C)cnc2C)cc2c1OCCN(C(=O)Cn1nc(-c3ccccc3)c3ccccc3c1=O)C2 | i
CS(=O)(=O)c1ccc(-c2cccc3c2OC(CNC(=O)c2ccnc(Cl)c2)C3)cc1 (centres undefined) | i
COC(=O)c1ccc(C(=O)NCC2Cc3cc(F)cc(-c4cncnc4)c3O2)cc1 (centres undefined) | i
CSc1ccc(-c2ccc3c(c2)CC(CNC(=O)Cn2nc(C)nc2C)O3)cc1 (centres undefined) | i
O=C(CN1Cc2ccccc2OC(c2ccccc2)C1)NCc1cccnc1 (centres undefined) | i
CSc1ncccc1C(=O)NCC1Cc2cc(-c3cnccn3)ccc2O1 (centres undefined) | i
COc1cc(-c2ccc(C(F)(F)F)cn2)cc2c1OCCN(S(=O)(=O)C[C@]13CC[C@H](CC1=O)C3(C)C)C2 | i
COc1ccccc1-c1ccnc(-n2ncc(C(=O)N3CCN(C4CCCC4)CC3)c2-c2ccco2)n1 | i
COc1cc(CNCc2cc3cc(C)ccc3nc2-c2ccc(F)cc2)cc(OC)c1OC | i
COc1ccc(CCN(C)Cc2cc(-c3cncnc3)ccc2O)cc1OC | i
OC1(c2ccc3c(c2)CN(Cc2ccccn2)CCO3)CCN(c2ccccc2F)CC1 | i
COc1ccnc(CS(=O)c2nc3cc(OC(F)F)ccc3[nH]2)c1OC (centres undefined) | i
Cc1cc(C)n(-c2cccc(C(=O)NCC3Cc4cccc(-c5cccnc5)c4O3)c2)n1 (centres undefined) | i
Cc1cnc(SCc2ccccn2)nc1C1CCCN(C(=O)c2ccc3c(c2)OCCO3)C1 (centres undefined) | ?
COc1ccccc1-c1ccc(C(=O)N2CCC(N3CCc4ccccc4C3)CC2)c(N(C)CC2COCCO2)n1 (centres undefined) | i
COC(=O)c1cn([C@H]2C[C@@H](C(=O)N3CCCCCC3)N(Cc3ccsc3)C2)nn1 | i
COC(=O)C1CCN(Cc2ccc3c(c2)CN(C(=O)C(C)N2CCOCC2)CCO3)CC1 (centres undefined) | i
OC(c1cccnc1)c1ccc2c(c1)CN(Cc1cn(-c3ccccc3)nc1-c1ccccc1)CCO2 (centres undefined) | ?
Cc1cccc(C(=O)NCc2nc(-c3cccc(NC(=O)c4ccoc4C)c3)oc2C)n1 | ?
COc1ccccc1C1CN(Cc2c(C)nn(C)c2Cl)Cc2ccccc2O1 (centres undefined) | i

Other compounds
Molecule | ATXN viability
Cc1cc(-c2cc(F)cc3c2OC(CNC(=O)CCn2cncn2)C3)ccc1F (centres undefined) | i
COCC(=O)Nc1cc(C(=O)N2CCc3c(Cl)cccc3C2)c2c(c1)nc(-c1ccncc1)n2C | i
Cc1cc2c(c(-c3cnccn3)c1)OC(CNC(=O)c1cc(C(C)C)[nH]n1)C2 (centres undefined) | i
Cc1nc2sccn2c1CN1Cc2ccccc2OC(c2ccccc2F)C1 (centres undefined) | i
Cc1cccc(C(=O)NCc2nc(-c3cccc(NC(=O)C4CCCN(C)C4)c3)oc2C)n1 (centres undefined) | i
COc1cc(CN2CCC3(CC2)c2ccccc2[C@@H](NC(=O)c2ccccc2OC)[C@@H]3O)ccc1F | ?
CO[C@H]1[C@H](NC(=O)c2ccsc2)c2ccccc2C12CCN(Cc1cccn1-c1ccccn1)CC2 | ?
O=C(NCC1(N2CCOCC2)CCCC1)c1cnn(-c2ncc3c(n2)-c2ccccc2CC3)c1C1CC1 | i
Cc1ccc(C(=O)NCCc2nnc3n2CCN(Cc2ccnc4ccccc24)CC3)c(C)c1 | i
COc1cccc(-c2cc3c(c(OC)c2)OCCN(S(=O)(=O)c2ccccc2OC(F)(F)F)C3)n1 | i
COC(=O)C1CCCCN1Cc1ccc2c(c1)CN(C(=O)c1cc(C)nc3cc(F)ccc13)CCO2 (centres undefined) | ?
CO[C@H]1[C@H](NC(=O)c2ccncc2)c2ccccc2C12CCN(C(=O)c1ccoc1)CC2 | i
CC1CN(CC(=O)NCCC2COc3ccccc3O2)Cc2cc(Cl)ccc2O1 (centres undefined) | i
O.O=C([O-])CC([S-])C(=O)[O-].[Au+].[Na+].[Na+] (centres undefined) | i
CCOC(=O)[C@H](CCc1ccccc1)N[C@@H](C)C(=O)N1CC2(C[C@H]1C(=O)O)SCCS2 | i

4 of these compounds, set out differently:
> COC(=O)C1CCCCN1Cc1ccc2c(c1)CN(C(=O)c1cc(C)nc3cc(F)ccc13)CCO2 (centres undefined)
  ATXN viability: ?
> CO[C@H]1[C@H](NC(=O)c2ccncc2)c2ccccc2C12CCN(C(=O)c1ccoc1)CC2
  ATXN viability: i
> CC1CN(CC(=O)NCCC2COc3ccccc3O2)Cc2cc(Cl)ccc2O1 (centres undefined)
  ATXN viability: i
> O.O=C([O-])CC([S-])C(=O)[O-].[Au+].[Na+].[Na+] (centres undefined)
  ATXN viability: i

A different layout for 2 compounds above.
Cc1cc(-c2cc(F)cc3c2OC(CNC(=O)CCn2cncn2)C3)ccc1F (centres undefined)
  ATXN viability: i

COCC(=O)Nc1cc(C(=O)N2CCc3c(Cl)cccc3C2)c2c(c1)nc(-c1ccncc1)n2C
  ATXN viability: i

(cont.)
Molecule | ATXN viability
CCC1(C2CCN(C(=O)c3ccccc3C)CC2)NC(=O)N(CCc2scnc2C)C1=O (centres undefined) | i
Cc1ncoc1C(=O)NCc1nc(-c2cccc(NC(=O)c3ccccn3)c2)oc1C | i
COc1cc(-c2cc(C)c3cccc(OC)c3n2)cc2c1OCCN(C(=O)Cn1nc(C)cc1C)C2 | i
CC[C@H](C)CCCCC(=O)N[C@@H](CCN)C(=O)N[C@H](C(=O)N[C@@H](CCN)C(=O)N[C@H]1CCNC(=O)[C@H]([C@@H](C)O)NC(=O)[C@H](CCN)NC(=O)[C@H](CCN)NC(=O)[C@H](CC(C)C)NC(=O)[C@@H](CC(C)C)NC(=O)[C@H](CCN)NC1=O)[C@@H](C)O | i
Cc1cc(C(=O)N2CCOc3ccc(CN4CCC(Oc5cccnc5)CC4)cc3C2)c(C)o1 | i
Cc1c(C(=O)N(C)CC2CCCN(C)C2)cnn1-c1nccc(-c2ccco2)n1 (centres undefined) | i
COc1cc(=O)n2c(c1C(=O)NC(C)c1ccco1)CCN(Cc1ccccc1C(F)(F)F)CC2 (centres undefined) | i
CCn1nc(C)c(CN2Cc3ccccc3OC(c3ccccc3OC)C2)c1C (centres undefined) | i
O=C(c1ccoc1)N1CCOc2ccc(CN3CCC(Oc4cccnc4)CC3)cc2C1 | i
Cc1cc(-n2c(=O)[nH]c(=O)n(C)c2=O)ccc1Oc1ccc(S(=O)(=O)C(F)(F)F)cc1 | i
C[C@H]1CC[C@@H]2[C@@H](C)[C@H]3[C@H](C[C@H]4[C@@H]5CC=C6C[C@@H](O[C@]7(O[C@H]8O[C@@H](C)[C@@H](O)[C@@H](O)[C@@H]8O)C[C@@H](O[C@@H]8O[C@H](CO)[C@@H](O)[C@H](O)[C@@H]8O)[C@@H](O)[C@H](CO)O7)CC[C@]6(C)[C@H]5CC[C@@]34C)N2C1 | i
COc1ccccc1-n1cc(CN2CCOc3ccc(CN4C[C@@H](C)O[C@@H](C)C4)cc3C2)cn1 | i
OC(c1cccnc1)c1ccc2c(c1)CN(Cc1cccc3c1OCO3)CCO2 (centres undefined) | i
CC(=O)c1ccc(F)c(-c2cc(C)cc3c2OC(CNC(=O)C2CCCCN2C)C3)c1 (centres undefined) | ?
COc1cc(=O)n2c(c1C(=O)NC(C)c1ccco1)CCN(C(=O)c1ccc3c(c1)OCCO3)CC2 (centres undefined) | i
CC(=O)c1ccc(-c2cc(F)cc3c2OC(CNC(=O)Cc2cn4ccsc4n2)C3)s1 (centres undefined) | i

Screening data: PubChem, National Center for Advancing Translational Sciences (NCATS)
